Screening data as filed in PubChem.
HP1b chromo inh – inhibitors of HP1-beta chromodomain binding to methylated histone tails; AlphaScreen HP1-beta / biotin-H3K9me3 peptide binding; Potency, µM (doses to about 114 µM), for inactives: at the highest dose activity change, negative = inhibition, usual class: inhibitors; 390,000 tested, 0.56% active; also: potency is read from the fitted curve at half-maximal effect; nearly all actives have a fitted effect of over 70% in size; inactives centre near 23
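AlphaScreen: HP1-beta (50 nM) preformed 30 min with biotin-H3(1-18)K9me3 peptide (50 nM) in PBS pH 7.4, 0.01% Tween-20. Compound added for 30 min at RT, then streptavidin donor/nickel chelate acceptor beads (10 ug/mL) for 30 min.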
POLH inh – blocks human DNA polymerase eta activity; Q9Y253; recombinant Pol eta, fluorescent DNA replication assay; Potency, µM (series often up to 114 µM), without a hit: at the top dose activity change, negative = inhibition, usual class: inhibitors; 390,000 tested, 1.2% active; AID 588591; also: potency is read from the fitted curve at half-maximal effect; % is scaled to controls: 0 for no effect and ±100 for the full control effect
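Pol eta at 10 nM preincubated with compounds 15 min at room temperature; reaction started with fluorescent substrate (50 nM final) and read kinetically at 0 and 10 min.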
GLS inh – glutaminase GLS (human) inhibition; Potency, µM (series often up to 45.5 µM), for the others: at the highest dose activity change, negative = inhibition, most hits filed as inhibitors; O94925; 410,000 tested, 0.21% active; GLS enzymatic activity, qHTS titration; also: potency is read from the fitted curve at half-maximal effect; % is scaled to controls: 0 for no effect and ±100 for the full control effect
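Compounds were pin-transferred onto hKGA, after which L-glutamine (1 mM solution) and a detection mix of glutamate oxidase, HRP and Amplex Red were added. Initial and 30 min RT fluorescence reads were collected.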
Pin1 inhibitor – blocks the human prolyl isomerase Pin1. Pin1 FP peptide displacement, HiFluor488, 10 min. Potency, µM (top dose mostly 115 µM), without a hit: at the highest dose activity, negative = inhibition, hits mostly inhibitors. 390,000 tested, 0.009% active; active = well fitted inhibition curve with a large enough effect in the polarisation, with a control signal flat, not every such curve was filed as active; inconclusive = small, poorly fitted or top-dose-only effect, or effect the other way, or a change in a side signal; inactive = no such curve, though single readings can be large or run the other way; the % refers to the polarisation; also: potency is read from the fitted curve at half-maximal effect; % is scaled to controls: 0 for no effect and ±100 for the full control effect
Tb PGK inh – inhibitors of T. brucei phosphoglycerate kinase. P07378. PGK/GAPDH coupled, Kinase-Glo luminescence, 60 min. Potency, µM (top dose mostly 57.5 µM), inactives show top-dose activity change, negative = inhibition, most hits filed as inhibitors. 380,000 tested, 0.043% active. AID 602233; also: potency is read from the fitted curve at half-maximal effect; % is scaled to controls: 0 for no effect and ±100 for the full control effect; nearly all actives have a fitted effect of over 60% in size
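Recombinant glycosomal PGK reaction used 1,3-bisphosphoglycerate generated in-well by GAPDH (100nM final) in 100mM TEA pH 7.6, 5mM MgCl2, 0.01% Tween-20. After 60 minutes at room temperature, ATP was read by Kinase-Glo Plus luminescence end-point.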
PI4K2A block – inhibitors of human PI4K2A | purified PI4K2A, ADP-Glo luminescence, 1 h; active compounds read low | activity change, negative = inhibition, % at 76.9 µM | 420,000 tested, 0.13% active; in the data active = activity change below about -50%; inconclusive = mostly about -30% to -49%;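 also: -100% = wells without enzyme as full effect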
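Compounds are screened against recombinant PI4K2A using PI as substrate and ATP, the latter dispensed at 300 microM. Reactions run one hour at ambient temperature before ADP-Glo detection; full inhibition defined by wells lacking enzyme.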
BAZ2B inh – blocks human BAZ2B | Potency, µM (doses to about 114 µM), for inactives: top-dose activity change, negative = inhibition, most hits filed as inhibitors | Q9UIF8 | AlphaScreen BAZ2B-H3K14Ac peptide displacement | 360,000 tested, 4.4% active | AID 504333; also: potency is read from the fitted curve at half-maximal effect; % is scaled to controls: 0 for no effect and ±100 for the full control effect; nearly all actives have a fitted effect of over 60% in size
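Inhibition is scored as reduced AlphaScreen emission. The BAZ2B/b-H3(5-23)K14Ac complex (50 nM each) in PBS pH 7.4, 0.01% Tween-20 meets compound (up to 110 uM) for 30 min at RT before bead addition.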
G9a inh – G9a (human) methyltransferase inhibition; Q96KQ7; G9a H3K9 monomethylation, AlphaScreen, 2 h; Potency, µM (doses to about 102 µM), for inactives: at the top dose activity, negative = inhibition, most hits filed as inhibitors; 350,000 tested, 8.8% active; AID 504332; also: potency is read from the fitted curve at half-maximal effect; % is scaled to controls: 0 for no effect and ±100 for the full control effect; nearly all actives have a fitted effect of over 75% in size
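Step 1: enzyme (final 20 nM) with compound, 15 min RT. Step 2: substrate peptide 500 nM and SAM 20 uM, 2 h RT. Step 3: anti-H3K9me1 antibody and AlphaScreen beads, 10 min, then plate read.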
JMJD2A Tudor – inhibitors of human JMJD2A Tudor domain. AID 504339. Potency, µM (titrated, usually from 114 µM), inactives show top-dose activity change, negative = inhibition, usual class: inhibitors. 390,000 tested, 4.4% active. O75164. AlphaScreen JMJD2A-Tudor / H3K4me3 peptide binding; also: potency is read from the fitted curve at half-maximal effect; % is scaled to controls: 0 for no effect and ±100 for the full control effect; nearly all actives have a fitted effect of over 50% in size
Target sequence (O75164 whole entry, looked up, the tested form may be a part): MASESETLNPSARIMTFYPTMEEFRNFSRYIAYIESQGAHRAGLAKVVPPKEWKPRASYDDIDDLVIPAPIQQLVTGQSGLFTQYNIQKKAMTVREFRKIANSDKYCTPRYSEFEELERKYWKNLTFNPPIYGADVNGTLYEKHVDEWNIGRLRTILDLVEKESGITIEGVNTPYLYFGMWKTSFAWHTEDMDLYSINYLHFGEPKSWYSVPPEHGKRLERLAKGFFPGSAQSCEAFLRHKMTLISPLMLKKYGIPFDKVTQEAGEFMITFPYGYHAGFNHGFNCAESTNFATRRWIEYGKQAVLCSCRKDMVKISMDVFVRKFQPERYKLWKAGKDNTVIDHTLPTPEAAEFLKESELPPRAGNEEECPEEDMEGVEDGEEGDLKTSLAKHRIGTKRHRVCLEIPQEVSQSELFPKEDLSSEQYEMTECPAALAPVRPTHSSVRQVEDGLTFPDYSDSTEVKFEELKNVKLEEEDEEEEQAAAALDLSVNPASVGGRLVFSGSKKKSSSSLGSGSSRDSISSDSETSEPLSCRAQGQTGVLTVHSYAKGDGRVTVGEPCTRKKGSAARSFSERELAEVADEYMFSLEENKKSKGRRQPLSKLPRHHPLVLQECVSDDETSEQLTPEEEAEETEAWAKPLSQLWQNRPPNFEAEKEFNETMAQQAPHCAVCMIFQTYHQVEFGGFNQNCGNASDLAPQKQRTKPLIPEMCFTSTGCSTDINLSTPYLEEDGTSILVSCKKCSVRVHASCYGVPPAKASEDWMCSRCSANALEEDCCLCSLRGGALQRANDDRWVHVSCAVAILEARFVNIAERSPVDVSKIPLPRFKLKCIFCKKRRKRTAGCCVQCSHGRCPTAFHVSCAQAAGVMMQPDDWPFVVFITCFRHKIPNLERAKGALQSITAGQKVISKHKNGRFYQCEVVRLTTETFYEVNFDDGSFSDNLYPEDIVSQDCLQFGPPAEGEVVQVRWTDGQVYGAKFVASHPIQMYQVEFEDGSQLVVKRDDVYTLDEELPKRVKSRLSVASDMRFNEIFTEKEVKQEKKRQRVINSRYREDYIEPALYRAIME
* marks the source's active call; other numbers are inactive results; i = inactive; ? = inconclusive; nt = not tested or not shown; [ ] = remark or other dose. Unless noted, calls follow the shape of the dose curve; as a rule, active = well fitted curve in the direction sought with a large enough effect; inconclusive = small, poorly fitted or top-dose-only effect, or another doubt; inactive = no such curve, though single readings can be large; an effect the other way counts as inactive or inconclusive. A portion of the library (hit frequency here may not be typical).

canonical_smiles	HP1b chromo inh	POLH inh	GLS inh	Pin1 inhibitor	Tb PGK inh	PI4K2A block	BAZ2B inh	G9a inh	JMJD2A Tudor
NC(=O)c1nsc(C(=O)N(c2ccc(F)cc2)C(C(=O)NCC2CCCO2)c2ccc3ncccc3c2)c1N (stereo not given)	-7%	-9%	-1%	?	-2%	1	-1%	-5%[59 µM]	4%
C/C(=N\NC(=O)c1nnn(-c2nonc2N)c1CN(C)c1ccccc1)c1cccc(O)c1	43%[activator]	-15%	40%[activator]	-5%	-4%	-4	?	-34%	-34%
CCOc1cc(C(=O)NC2CC(C)(C)NC(C)(C)C2)cc(OCC)c1OCC	5%	5%	4%	0%	-2%	0	7%	14%	-4%
CC(C)CC(=O)Nc1ccc(Oc2ccc(NC(=O)CC(C)C)cc2)cc1	27%	-14%	-2%	37%[activator]	-5%	6	3%	6%[59 µM]	-5%
C/C=C/c1ccc(OCCCNC2CCCC2)c(OC)c1	?	-10%	3%	-11%	-1%	1	?	?	7.9µM*
COc1ccc(Nc2nc3c(S(=O)(=O)c4ccccc4)nnn3c3ccsc23)cc1OC	52%[activator]	-10%	-11%	-8%	6%	4	-27%	-21%[59 µM]	-13%
CC1CC(=O)Nc2ccccc2N1C(=O)Nc1ccc(F)cc1F (stereo not given)	38%	-17%	-1%	2%	-12%	-1	5%	0%	5%
CCOc1ccc(NC(=S)NC(=O)c2cncc(Br)c2)cc1	7%	2%	10%	-5%	6%	4	nt	nt	-19%
C=CCNc1nc(Cl)nc(Nc2ccc(OC)cc2OC)n1	37%[activator]	-4%	0%	-8%	-5%	1	-15%	nt	3%
COc1ccccc1CC1(C)NC(=O)N(CC(=O)N2CC(C)OC(C)C2)C1=O (stereo not given)	4%	1%	4%	-4%	i	-5	11%	?	-14%
Cc1ccc(OCC(=O)OC2CCS(=O)(=O)C2)cc1 (stereo not given)	36%[activator]	12%	4%	12%	-4%	4	-2%	10%	5%[57.1 µM]
CCN(CC)CCCn1c2c(c(SCC(=O)Nc3nccs3)nc1=O)CCC2	22%	-18%	-9%	-2%	i	-2	12%	?	-4%
CC(C)Sc1nnc2n(CCc3ccccc3)c(=O)c3c4c(sc3n12)COC(C)(C)C4	32%	-20%	2%	-1%	-7%	5	nt	nt	-5%
Brc1cccc(-c2cnn3c(-c4ccccc4)cc(-c4ccccc4)nc23)c1	70%[activator]	7%	-6%	?	10%	0	7%	12%[59 µM]	20%
CCC(O)c1cnc(OCc2ccccc2)nc1OCc1ccccc1 (stereo not given)	nt	-15%	-8%	nt	0%	7	nt	nt	nt
O=C(OCC(=O)N(C1CCCCC1)C1CCCCC1)c1ccccc1O	41%[activator]	-28%	0%	3%	0%	7	9%	-10%[2.33 µM]	14%
Cc1cccc(C(=O)NC2CCN(CC(=O)Nc3ccccc3Cl)CC2)c1	26%	-13%	-11%	-3%	-9%	2	-26%	28%	-13%
CCc1ccc(C(=O)Nc2ccc3nn(-c4ccc(C)c(Cl)c4)nc3c2)cc1	19%	-8%	-12%	0%	7%	2	-11%	-29%[59 µM]	0%
COC(=O)[C@]1(Cc2ccccc2)N[C@H](CN(C)C(=O)c2ccc(C(C)(C)C)cc2)[C@@H]2C(=O)N(Cc3ccccc3)C(=O)[C@@H]21	42%[activator]	-18%	-4%	-4%	1%	-4	nt	nt	-7%
CCOc1ccc(S(=O)(=O)Nc2cccc(C(=O)NCC(c3ccccc3)N(C)C)c2)cc1 (stereo not given)	11%	?	-11%	-5%	-1%	-1	-2%	-33%	-30%
CC(C)c1ccc(NC(=O)NCc2ccc(F)cc2)cc1	11%	-29%	-3%	1%	nt	-2	-15%	19%	-13%
CCOC(=O)N1N=C(CC)CC1(O)C(F)(F)F (stereo not given)	28%	-5%	-5%	-5%	-5%	7	3%	8%[59 µM]	14%
CCN1CCN(C(=O)c2c(-c3c(Cl)cccc3Cl)noc2C)CC1	16%	-10%	-1%	-2%	1%	9	20%	-36%	-1%
Cc1c(NC(=O)CN2C(=O)c3cccc4cccc2c34)c(=O)n(-c2ccccc2)n1C	35%	-9%	0%	nt	-7%	10	-8%	-34%[59 µM]	13%
Cc1noc(C)c1CSCC(=O)Nc1cccc(C(F)(F)F)c1	39%	?	-9%	2%	-1%	-3	nt	nt	-8%
CCCn1c(SCC(=O)C(C)(C)C)nc2ccccc21	46%	-4%	-2%	0%	3%	-3	-15%	35µM*	6%
Cc1ccc(NS(=O)(=O)c2c(C)[nH]c(C)c2C(=O)N2CCCCC2)cc1Cl	-1%	-17%	-2%	-3%	i	-7	-21%[57.1 µM]	-6%	-27%
Cc1cc(S(=O)(=O)Nc2ccc(-c3ccc(N4CCCCC4)nn3)cc2)c(C)cc1Cl	?	-11%	12%	36%[activator]	2%	0	?	-21%[59 µM]	-20%
O=S(=O)(/N=S1\CC=CCN1S(=O)(=O)c1ccccc1)c1ccccc1 (stereo not given)	?	-12%	-6%	-7%	2%	-9	nt	nt	-29%
C=C(C)Cn1c(COc2ccccc2)nnc1SCC(=O)O	14%	2%	8%	-5%	8%	2	-28%	2%	2%
CCc1sc(C(=O)NCCc2ccc(S(N)(=O)=O)cc2)cc1Br	5%	-10%	5%	-11%	-3%	-3	1%	nt	-12%
Cc1ccc(C(=O)N/C(=C\c2cn(C)c3ccccc23)C(=O)N2CCN(C)CC2)cc1	34%	-16%	13%	1%	i	4	-14%	79µM*	-24%
O=C(Nc1nc(-c2cc(F)ccc2F)cs1)C1=COCCO1	44%[activator]	-10%	-3%	2%	-1%	3	-27%	-31%	-10%
N#Cc1cccnc1Nc1ccc(Cl)cc1	24%	1%	-2%	-10%	-6%	-1	-1%	-2%	0%
CCOC(=O)C1CCCN(c2c(NCCc3ccc(Cl)cc3)c(=O)c2=O)C1 (stereo not given)	24%	2%	15%	2%	2%	-8	-4%	20%	-26%
CCOC(=O)CC1C(=O)NCCN1C(=O)c1cccc(C(F)(F)F)c1 (stereo not given)	15%	-6%	12%	1%	2%	0	1%	-2%	-3%
Cc1cc(C)nc(SCc2cc(=O)c(OC(=O)c3ccc(S(=O)(=O)N4CCCC4)cc3)co2)n1	19%	-2%	4%	7%	0%	16	-7%	-1%[59 µM]	-17%
Cc1ccc(NC(=O)c2ccco2)c([N+](=O)[O-])c1	-5%	-9%	-3%	0%	-4%	-4	-16%	-4%	-31%
COCCCNC(=O)C1CCC(CNS(=O)(=O)c2ccc3c(c2)N(C(C)=O)CCO3)CC1 (stereo not given)	35%[activator]	-2%	7%	-1%	2%	-1	2%	nt	5%
COc1cccc(CCC(=O)Nc2cc3c(cc2C(=O)O)OCCCO3)c1OC	21%	-18%	16%	0%	-10%	-3	-20%	7.9µM*	-14%
CCc1ccc(N2CC(C(=O)N/N=C/c3cccc([N+](=O)[O-])c3)CC2=O)cc1 (stereo not given)	17%	0%	21%	8%	-2%	-3	?	-24%	-24%
O=c1c2cnn(-c3ccccc3)c2nc(-c2cccs2)n1-c1ccc(Br)cc1	63%[activator]	-10%	2%	5%	-1%	6	-8%	-14%[0.501 µM]	-3%
CSc1nnc(SCC#N)s1	-5%	-1%	-5%	-3%	-4%	-6	-21%	9%	-19%
CCOC(=O)N1CCC(NC(=O)CSCc2nc(-c3ccc(OC)c(OC)c3)oc2C)CC1	26%	3%	0%	5%	-5%	-1	-4%	-38%	-20%
O=C(OCCOc1cccc(Cl)c1)c1cc(S(=O)(=O)N2CCCCC2)ccc1N1CCOCC1	28%	-9%	13%	-2%	10%	-5	6%	-4%	-6%
Cc1nc2cc(OCc3cc(C(=O)NC(C)c4cn(C)nc4C)no3)ccc2s1 (stereo not given)	28%	-20%	0%	-2%	0%	-2	-10%	35%	-11%
O=[N+]([O-])c1ccc(COc2cccc(CN3CCCCC3)c2)cc1	26%	-18%	-9%	10%	-4%	0	nt	nt	-25%
Fc1ccc(-c2onc3ccc(C4OCCO4)cc23)cc1	13%	7%	-8%	-10%	-4%	-1	-2%	18%	1%
CC(C)(C)NC(=O)Cn1c(=O)oc2cc(S(=O)(=O)N3CCc4ccccc43)ccc21	22%	-11%	9%	-2%	-10%	-13	-4%	?	-20%
Cc1n[nH]c(C)c1S(=O)(=O)N(CC(=O)Nc1ccc2c(c1)OCCO2)c1ccc(C(C)C)cc1	38%	-22%	-8%	1%	-4%	-1	25%	?	-7%
Cc1ccccc1Cn1c(CN2CCN(c3cc(Cl)ccc3C)CC2)nc2c1c(=O)[nH]c(=O)n2C	23%	-17%	-17%	3%	-1%	-11	-14%	-3%[59 µM]	-2%
CN(CC(=O)Nc1ccc(F)cc1)C(=O)COc1ccccc1Cc1ccccc1	8%	-16%	14%	?	9%	-1	8%	-30%	-15%
O=C1CC(NNC(=O)c2ccccc2)C(=O)N1 (stereo not given)	30%	-12%	25%	0%	-8%	5	2%	nt	3%
CCOC(=O)c1cnc2c(OC)cccc2c1N1CCN(c2ccc(OC)cc2)CC1	?	-15%	68%[activator]	7%	i	-4	11µM*	?	-17%[11.4 µM]
COc1ccc(-n2ncc(C(=O)NCc3cccs3)c2C2CCN(C(=O)OC(C)(C)C)CC2)cc1	-10%	-20%	-5%	-2%	-5%	-1	-6%[57.1 µM]	10%[59 µM]	?
